Screening data (PubChem BioAssay)
LMP1 NFkB inh: EBV LMP1-driven NF-kappaB luciferase reporter inhibitors, primary screen, cell-based, luminescence, single point. AID 504558, 2011. LMP1-induced NF-kappaB luciferase reporter cells. hit rate 0.69% among 350,000. inhibition, % at 12.5 µM; in the data active = inhibition above about 41%;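 also: 0% = neutral control wells and 100% = reference inhibitor control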
TWEAK-Fn14 inh: inhibitors of TWEAK-Fn14 signaling, primary screen, luciferase reporter cells, uHTS | TWEAK-stimulated Fn14 reporter cells, luciferase luminescence, 8 h | hit rate 2% among 360,000 | AID 1159606, 2016 | inhibition, % at 10 µM; in the data active = inhibition above about 50%
NR5A2 inv ag: LRH-1 (NR5A2) inverse agonists, primary screen, cell-based, luminescence, HEK293T, StAR-luciferase reporter | Nuclear receptor subfamily 5 group A member 2 (Homo sapiens), O00482 | LRH-1 transfected, 24 h | inhibition, % at 3.6 µM | hit rate 0.13% among 360,000 | AID 602396, 2012;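 active = inhibition above the mean inhibition of all tested compounds plus 3 SD, cut at about 73% in these data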;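 also: 0% = DMSO wells and 100% = reporter-only cells lacking LRH-1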
SRC1 inh: SRC1 coactivator transcriptional activity inhibitors, primary screen, cell-based, luminescence. Nuclear receptor coactivator 1 (Homo sapiens), Q15788. HEK293 GAL4-SRC1 luciferase reporter. inhibition, % at 3.6 µM. hit rate 0.12% among 360,000. AID 588354, 2011;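 active = inhibition above the campaign mean plus 3 SD, with each screening campaign given its own cutoff, cut at about 60% in these data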;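 also: 0% = DMSO treated cells and 100% = gossypol at 36 µM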
NR2F2 inh: NR2F2 transcriptional activity inhibitors, primary screen, cell-based, luciferase reporter, HEK293T, luminescence. COUP transcription factor 2 (Homo sapiens), P24468. HEK293T NGFI-A luciferase reporter. inhibition, % at 8.6 µM. hit rate 0.7% among 370,000;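 active = inhibition above a per-plate cutoff, mean inhibition of test wells between control levels plus 3 SD, cut at about 38% in these data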;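 also: cells cotransfected with COUP-TFII expression vector driving the NGFI-A reporter; 0% = median of COUP-TF2 test wells and 100% = reporter-only cells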
SRC3 inh: SRC3 coactivator transcriptional activity inhibitors, primary screen, cell-based, luminescence. AID 588352, 2011. HEK293 GAL4-SRC3 luciferase reporter. Nuclear receptor coactivator 3 (Homo sapiens), Q9Y6Q9. hit rate 0.17% among 360,000. inhibition, % at 3.6 µM;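 active = inhibition above a per-campaign cutoff, the mean of all compounds plus 3 SD, cut at about 60% in these data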;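 also: 0% = DMSO-treated cells and 100% = gossypol-treated cells at 36 µM; higher means less SRC3-driven luciferase light from the GAL4 reporter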
TRAIL sens C8: viability loss with TRAIL in NB7+C8 cells, primary screen, TRAIL sensitizer project, cell-based, ATPlite luminescence. inhibition (viability loss, TRAIL sensitization), % at 10 µM. hit rate 1% among 360,000;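 active = compounds causing at least 50% loss of cell viability in the single-dose screen, relative to plate controls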
SRC2 inh: inhibition of GAL4-SRC2 driven luciferase reporter, primary screen, SRC2 inhibitor project, cell-based, luminescence. HEK293 GAL4-SRC2 luciferase reporter. AID 651957, 2012. hit rate 0.17% among 370,000. inhibition, % at 9 µM;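 active = inhibition above the mean inhibition of all tested compounds plus 3 SD, set per campaign, cut at about 52% in these data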;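 also: 0% = DMSO treated cells and 100% = cells given Gossypol at 36 µM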
Target sequence (Q15596 whole entry, looked up, the tested form may be a part): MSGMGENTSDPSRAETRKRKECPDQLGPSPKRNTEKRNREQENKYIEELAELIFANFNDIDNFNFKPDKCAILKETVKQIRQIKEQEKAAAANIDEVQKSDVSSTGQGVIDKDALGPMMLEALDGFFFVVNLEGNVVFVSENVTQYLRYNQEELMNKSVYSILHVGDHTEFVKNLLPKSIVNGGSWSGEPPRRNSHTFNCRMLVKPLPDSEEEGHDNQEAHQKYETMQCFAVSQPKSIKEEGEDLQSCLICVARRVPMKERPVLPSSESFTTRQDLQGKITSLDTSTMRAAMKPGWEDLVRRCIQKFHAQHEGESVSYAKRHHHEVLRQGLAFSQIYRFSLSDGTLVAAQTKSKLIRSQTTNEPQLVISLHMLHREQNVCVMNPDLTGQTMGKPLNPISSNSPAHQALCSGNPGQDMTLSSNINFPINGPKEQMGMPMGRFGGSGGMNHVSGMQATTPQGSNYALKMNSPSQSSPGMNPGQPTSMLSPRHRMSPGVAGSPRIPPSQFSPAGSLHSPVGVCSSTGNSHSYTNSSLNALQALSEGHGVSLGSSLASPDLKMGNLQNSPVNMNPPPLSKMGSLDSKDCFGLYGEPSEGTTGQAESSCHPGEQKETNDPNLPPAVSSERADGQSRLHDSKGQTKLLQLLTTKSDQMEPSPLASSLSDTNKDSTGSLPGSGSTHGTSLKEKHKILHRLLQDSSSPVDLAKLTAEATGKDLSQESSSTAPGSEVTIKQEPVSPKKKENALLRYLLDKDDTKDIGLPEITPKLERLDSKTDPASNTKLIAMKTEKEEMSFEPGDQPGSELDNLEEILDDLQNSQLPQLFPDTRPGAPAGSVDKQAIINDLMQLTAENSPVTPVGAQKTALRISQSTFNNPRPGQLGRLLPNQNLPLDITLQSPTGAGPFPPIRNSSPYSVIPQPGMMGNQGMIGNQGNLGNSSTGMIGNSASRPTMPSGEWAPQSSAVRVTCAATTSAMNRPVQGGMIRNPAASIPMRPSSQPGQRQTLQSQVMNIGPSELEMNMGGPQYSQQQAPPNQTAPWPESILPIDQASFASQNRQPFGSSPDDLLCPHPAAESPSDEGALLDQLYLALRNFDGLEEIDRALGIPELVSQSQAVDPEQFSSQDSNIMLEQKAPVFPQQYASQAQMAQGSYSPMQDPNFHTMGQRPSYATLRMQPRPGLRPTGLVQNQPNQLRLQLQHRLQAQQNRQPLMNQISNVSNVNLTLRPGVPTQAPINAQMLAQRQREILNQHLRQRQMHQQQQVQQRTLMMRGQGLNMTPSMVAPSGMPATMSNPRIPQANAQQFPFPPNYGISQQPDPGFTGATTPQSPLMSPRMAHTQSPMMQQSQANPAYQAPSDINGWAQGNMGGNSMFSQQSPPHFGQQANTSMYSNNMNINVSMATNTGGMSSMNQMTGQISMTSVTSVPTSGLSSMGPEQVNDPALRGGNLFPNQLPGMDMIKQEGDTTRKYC
NOD2-RIPK2 inh: NOD2-RIPK2 binding disruptors in cells, primary screen, fluorescence, CHO cells, BLA complementation; AID 624267, 2012; hit rate 0.38% among 360,000; CCF4 ratio; inhibition, % at 4.98 µM; Receptor-interacting serine/threonine-protein kinase 2 (Homo sapiens), O43353; in the data active = inhibition above about 21%;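 also: 0% = vehicle only and 100% = reference blocker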
TROY NFkB inh: inhibitors of TROY-driven NF-kB signaling, primary screen, Q293 LMP1-TROYcd cells, NF-kB luciferase, uHTS; AID 1347056, 2019; Q293 LMP1-TROYcd NF-kB luciferase reporter, 4 h; hit rate 0.98% among 360,000; inhibition, % at 10 µM;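 active = compounds whose plate-normalised and pattern-corrected inhibition of the luciferase reporter signal at the single screening dose is 50% or more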
TLR9-MyD88 block: inhibitors of TLR9-MyD88 association in cells, primary screen, cell-based, CHO, BLA complementation, fluorescence; Toll-like receptor 9 (Homo sapiens) + Myeloid differentiation primary response protein …; CCF4 FRET ratio; AID 504734, 2011; inhibition, % at 4.98 µM; hit rate 0.21% among 340,000;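 active = inhibition above the mean over all tested compounds plus 3 SD, cut at about 21% in these data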;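 also: 0% = DMSO only wells and 100% = clavulanate BLA inhibitor control wells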
* = called active by the depositor; / = not tested or not shown.

SMILES	LMP1 NFkB inh	TWEAK-Fn14 inh	NR5A2 inv ag	SRC1 inh	NR2F2 inh	SRC3 inh	TRAIL sens C8	SRC2 inh	NOD2-RIPK2 inh	TROY NFkB inh	TLR9-MyD88 block
COc1ccc(/C=C/c2c(-c3ccccc3OC)sc3ccccc23)cc1OC	-6	-6	0	-2	6	7	3	-15	-12	5	-8
COc1ccc(OC)c(CCNC(=O)C(C)n2nc(C)c3c(C)n(-c4ccc(C)cc4)nc3c2=O)c1 (configuration not stated)	12	36	54	6	73*	32	24	20	-1	23	3
CC1=C(C(=O)OCc2ccccc2)C(/C=C/c2ccccc2)NC(=S)N1 (configuration not stated)	1	46	9	2	24	22	8	20	-1	36	-5
O=C(Cc1cccs1)NNC(=S)NC(=O)c1ccccc1	-3	-17	10	3	-1	6	18	12	-13	-58	5
CCc1cccc(C)c1N1C(=O)CN(Cc2ccccc2)C1=S	-4	4	-17	-1	-3	-6	-18	-7	3	11	-1
CCCCCn1c(NC(=O)c2ccco2)c(S(=O)(=O)c2ccc(C)cc2)c2nc3ccccc3nc21	9	67*	22	-2	19	11	-7	15	-4	65*	-62
O=C(Nc1cccc2ncccc12)c1ccc(Cl)cc1	-1	14	17	-21	-4	-3	-9	-11	1	-2	8
CCN(CC)CCNC(=O)C1c2ccccc2Oc2ccccc21	-5	11	10	11	-14	9	-12	-30	-5	-8	-6
CCOCCCN(C(=O)Cn1nnc2ccccc21)C(C(=O)NCc1ccco1)c1ccncc1 (configuration not stated)	-2	9	-40	-21	-10	4	14	-17	-1	-13	6
Clc1ccc(-c2nc3cnccn3c2NC2CCCC2)cc1	6	7	-15	0	/	-18	12	/	25*	-21	24*
CN1C2CCC1CC(NC(=O)c1ccc(Cl)cc1)C2 (configuration not stated)	-4	22	-9	0	-7	22	1	-9	-4	4	-5
COCCn1c(NC(=S)NC(=O)C2CC2)cc(=O)[nH]c1=O	3	0	-3	1	-8	8	1	-2	-10	9	7
O=C(CCNc1ccc(Cc2ccncc2)cc1)c1ccc([N+](=O)[O-])cc1	5	-11	-2	-9	16	9	4	-12	3	33	2
COc1cccc(NC(=O)Cn2c(CCC(=O)O)ccc2-c2ccc(Cl)cc2)c1	-2	-3	2	-13	15	4	0	-23	0	-3	3
C=CCC[C@@H](Cc1ccc(F)cc1)C(=O)OC[C@@H]1CCCN1C(=O)[C@@H](CC=C)CC(=O)N(CCO)Cc1ccccc1	2	-13	12	-21	-4	-13	13	5	0	-5	-3
COc1ccc(NC(=O)c2ccco2)cc1NC(=O)COc1ccccc1	8	-21	-1	-11	8	-5	8	-42	-10	4	9
O=S(=O)(NCC1CCCO1)c1ccc(S(=O)(=O)N(Cc2ccc(F)cc2)Cc2ccccn2)cc1 (configuration not stated)	0	1	0	-2	5	3	-5	7	-3	6	0
Cc1cc(OCc2nn[nH]n2)c2c(-c3ccccc3)cc(=O)oc2c1	-3	-11	4	-27	-8	11	3	7	6	-12	-6
CCc1c(C)nc2ncnn2c1N1CCCC(C(=O)NCc2cccs2)C1 (configuration not stated)	7	-1	9	2	2	-6	-4	-26	-3	12	7
COc1ccc(S(=O)(=O)CC(=O)Nc2ccccc2Cl)cc1	0	13	4	-2	8	-6	-11	10	6	-16	7
CN1CCN(C(=O)C23CC4CC(C)(CC(C)(C4)C2)C3)CC1	6	17	-22	7	-2	15	-2	-30	-3	-3	1
CSc1nc(N)c2c(C)c(C)sc2n1	1	2	-1	-27	7	-3	0	-24	-7	-3	2
COC(=O)c1c(NC(=O)COC(=O)c2ccc(Cl)nc2)sc(C)c1C	-1	12	-12	0	-6	9	-17	-15	2	-21	-3
CCOC(=O)c1cnc(SCc2nc(N)nc(Nc3ccc(OC)cc3)n2)nc1N	-45	20	-16	-23	-13	1	10	-37	-10	-5	-9
COc1ccc(CC(=O)OCC(=O)c2ccc(OC)cc2)cc1	-4	6	-5	-6	-7	18	-5	-17	-2	3	-2

Other compounds:
SMILES	LMP1 NFkB inh	TWEAK-Fn14 inh	NR5A2 inv ag	SRC1 inh	NR2F2 inh	SRC3 inh	TRAIL sens C8	SRC2 inh	NOD2-RIPK2 inh	TROY NFkB inh	TLR9-MyD88 block
CN(C(=O)c1cccc(NC(=O)Cc2ccc(NC(=O)C3CCCN(C(=O)CCc4ccccc4)C3)cc2)c1)C1CCC1 (configuration not stated)	18	48	17	1	48*	14	17	25	-6	39	-9
Cc1cc(C)cc(Oc2nn[nH]n2)c1	0	14	5	1	-7	14	0	-4	10	8	-1
CC(O)c1nc2ccccc2n1CCOc1ccccc1 (configuration not stated)	-1	9	18	-6	14	-18	4	-18	5	10	-4
Cc1ccccc1N1CCN(S(=O)(=O)c2nnc(NC(=O)c3ccc(F)cc3)s2)CC1	7	-2	8	7	8	15	30	-25	6	21	-1
CCCS(=O)(=O)c1nc(S(=O)(=O)c2ccc(C)cc2)c(N2CC(C)OC(C)C2)s1 (configuration not stated)	-2	41	-4	-33	0	4	-1	-18	2	16	-9
Cc1ccc(SC(C)C(=O)Nc2ccncc2)cc1 (configuration not stated)	9	12	-1	10	20	9	6	17	-2	26	-2
O=c1[nH]c2c(cnn2-c2ccc(Cl)cc2)c(=O)n1-c1cccc(Cl)c1	3	-7	9	-11	-22	17	-4	14	-6	-8	-6
O=C(N/N=C/c1cccc([N+](=O)[O-])c1)c1ccc2nc[nH]c2c1	-1	-6	7	-8	-8	-1	1	-26	-1	-9	2
O=C(O)c1ccc2c(c1)C(=O)N(C(Cc1ccc(O)cc1)C(=O)O)C2=O (configuration not stated)	-2	-8	14	7	0	-6	-6	-4	5	8	1
Cc1[nH]ccc2c1[nH]c1cc(=O)ccc12	-21	31	17	43	18	35	3	50	-5	22	-3
OCC[C@@H]1NCc2cc(CO)cc(-c3ccccc3)c21	-5	7	-20	4	-9	-3	-4	11	-1	-17	8
CC1=C(C(=O)OCc2ccccc2)N2C(=O)[C@@H](NC(=O)COc3ccccc3)[C@H]2SC1	-5	13	-4	-30	-3	-22	-6	-4	-1	6	-10
CCOc1ccc(CCNC(=O)c2ccc(NC3=NC4CS(=O)(=O)CC4S3)cc2)cc1 (configuration not stated)	-3	6	-8	15	14	-5	-10	14	-5	-17	-5
Cc1cc(C)c(-c2csc(NC(=O)C3=NN(c4ccccc4)C(=O)CC3)n2)c(C)c1	16	40	-1	4	17	18	32	13	-5	16	-16
CCCCC1CC2=C(C(=O)OC(C)(C)O2)C(c2ccc3ccccc3c2)O1 (configuration not stated)	/	11	-7	-17	15	13	-5	-5	10	-9	/
CN(C)C(CNC(=O)c1ccc2c(=O)n(-c3ccccc3F)c(=S)[nH]c2c1)Cc1ccccc1 (configuration not stated)	-4	19	10	-10	16	7	-9	2	-2	14	8
COc1ccc(-c2c(-c3ccccc3OC)sc3ccccc23)cc1OC	1	3	-7	-14	9	-8	15	-7	4	-22	5
O=C(Nc1ccc(N2CCN(Cc3ccccc3F)CC2)cc1)c1ccc([N+](=O)[O-])o1	-50	27	58	-4	-5	24	89*	23	12	15	5
Cc1cc(C)n(/N=C/c2ccccc2)c(=O)c1C#N	4	7	-2	-22	7	0	-4	2	21	-3	-2
O=C(O)C(Cc1ccccc1)N1C(=O)c2ccccc2C1=O (configuration not stated)	-8	0	-9	-7	-19	8	18	26	5	-6	15
N#Cc1ccccc1S(=O)(=O)N1CCN(Cc2c(O)ccc3ccccc23)CC1	0	-4	11	-2	-18	11	-12	-8	-1	11	20
C[C@@H]1CN([C@H](C)CO)C(=O)c2c(c3ccccc3n2C)-c2ccccc2CO[C@H]1CN(C)S(=O)(=O)c1cn(C)cn1	6	9	-23	3	-8	-21	13	1	2	-10	-12
Cc1cc(NS(=O)(=O)c2ccc(NC(=O)c3ccc(Cl)nc3)cc2)nc(C)n1	1	-9	-4	-10	6	18	8	9	-4	-14	-3
CCOC(=O)c1c(C)oc2ccc(O)c(CN(C)C)c12	-6	23	-15	-28	-3	3	-17	-7	-10	1	11
O=C(Nc1ccccc1C(=O)N1CCN(CCO)CC1)c1cccc([N+](=O)[O-])c1	-5	3	12	-22	-8	-51	3	3	-6	-5	1

Continued.
SMILES	LMP1 NFkB inh	TWEAK-Fn14 inh	NR5A2 inv ag	SRC1 inh	NR2F2 inh	SRC3 inh	TRAIL sens C8	SRC2 inh	NOD2-RIPK2 inh	TROY NFkB inh	TLR9-MyD88 block
Cc1nc(N)c(C#N)c(-c2ccccc2Cl)c1C	3	33	-5	20	16	16	0	12	-10	/	6
Cc1ccccc1NC(=O)Cc1nnc(SCC(=O)c2ccc(Br)cc2)n1C	3	-5	8	-22	5	3	2	-8	1	-9	-7
CC(=O)c1cccc(NC(=O)C2CCN(S(=O)(=O)c3ccc(C)cc3)CC2)c1	-6	-11	-4	-14	5	5	-9	-23	4	16	-4
CN(c1ccccc1)c1ccc(/C=N/N2CCOCC2)cc1	-17	6	-101	-103	-19	-74	28	-63	-12	-46	-1
Cn1c(=O)cc(C(=O)N/N=C/c2ccc(Cl)cc2)[nH]c1=O	/	-29	11	-1	-3	6	-1	-21	-1	-3	/
NS(=O)(=O)c1ccc(CNC(=O)c2sccc2-c2ccccc2)cc1	8	3	18	-26	21	-7	-6	8	-6	-18	7
OCCC1CN(Cc2cnn(-c3ccccc3Cl)c2)CCN1Cc1ccsc1 (configuration not stated)	4	6	2	18	-1	19	15	-4	-7	0	-6
O=C(CCc1nnc2ccc(NCc3ccccc3)nn12)NC1CCCCC1	4	-13	1	9	-3	13	4	1	1	-9	-1
Cc1ccccc1OCC(O)CN1C(=O)c2ccccc2C1=O (configuration not stated)	4	-22	-31	-56	-12	-44	5	-33	3	-32	-6
Cc1ccc(C(=O)NNC(=O)Cc2ccccc2)cc1	-1	0	-18	-25	-19	-23	13	-11	4	-28	-1
CC(CCc1ccccc1)NC(=O)CCNC(=O)Cn1ccc2ccccc2c1=O (configuration not stated)	-13	9	9	8	-14	17	11	-48	11	4	-7
Cn1c(Oc2ccc3c(c2)OCO3)nc2c1c(=O)n(Cc1ccccc1)c(=O)n2C	-5	39	-21	-12	13	12	17	-12	-4	22	-9
O=C(CN1CCN(S(=O)(=O)c2ccccc2)CC1)N1CCc2ccccc21	4	7	11	-14	-2	16	-8	1	-6	-2	7
COc1ccccc1N1CCN(C(=O)CCC(=O)N2CCN(c3ccccc3OC)CC2)CC1	3	-4	-6	-15	2	0	5	-16	3	11	-1
NC(=O)c1c(N)[nH]c(C(=O)c2ccccc2)c1-c1ccccc1Br	/	0	-26	/	-10	/	0	-25	-20	31	/
O=C(COCc1cc(-c2ccc3c(c2)OCO3)on1)N1CCN(c2ccccc2)CC1	-2	-10	-14	4	11	-23	8	18	-17	0	-9
CCN(CC)C(=O)C(=O)N/N=C/c1cccs1	2	20	9	-15	0	-8	-3	9	3	12	-9

An excerpt, so the mix of outcomes need not match the whole.
